Autophagy HCS: autophagy modulation, high-content screen | MEF GFP-LC3 puncta imaging; test concentration mostly 10 µM | calls only at 10 µM (by protocol) | actives 0.98% (n = 190,000) | AID 463193;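 active = percentage of spot-positive cells more than 3 SD above its plate mean, without a fluorescence outlier flag or 80% toxicity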;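 also: spot-positive cell cutoff set from DMSO-treated cells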
XIAP antagonists: XIAP antagonists, biochemical, IAP family, fluorescence polarization (AID 1018); displacement, % at 20 µM, or IC50 in µM where a hit was titrated; XIAP BIR domain, fluorescence polarization peptide displacement; higher % means a stronger effect; actives 0.007% (n = 200,000); in the data active = displacement above about 50%; also: a part of the inactive calls stands beside numbers as strong as those of hits
CSM14.1 death rescue: protection against thapsigargin-triggered cell killing – 384-well, CSM14.1, ATP luminescence, primary screen (AID 1222); CSM14.1 thapsigargin-induced death rescue, ATP luminescence; higher % means a stronger effect; cellular ATP content (survival), % at 20 µM; hits with a dose series show EC50 in µM; 190,000 tested, under 10 active;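 active = EC50 below 50 µM in the dose-response confirmation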;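 also: death triggered by thapsigargin at about 15 µM added after 2 h compound pretreatment; cell ATP read after overnight thapsigargin exposure of roughly 18 to 22 hours; normalized against plate controls of thapsigargin alone and 5% DMSO vehicle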
WT yeast gro inh: growth inhibition of WT yeast, mitochondrial fusion screen | mitochondrial fusion phenotypic screen, WT strain | inhibition, % at 10 µM | actives 2.1% (n = 190,000) | AID 1362; in the data active = inhibition above about 58%; tested in S. cerevisiae
bCat nuc transl: modulators of beta-catenin nuclear translocation; nuclear translocation activity, % at 5 µM; actives 0.3% (n = 190,000); HeLa beta-catenin nuclear translocation, immunofluorescence imaging;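 active = nuclear translocation activity above 50% at 5 µM, with a well cell count of 50 or more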;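 also: per-cell ratio of nuclear to cytoplasmic median beta-catenin stain intensity; plate controls were DMSO negative control for no effect and GSK-3 inhibitor IX positive control for full effect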
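assay system = human HeLa cells, endogenous beta-catenin | times = compound treatment 24 h, 37°C, 5% CO2 | detection = Anti-beta-catenin immunofluorescence on PFA-fixed, Triton-permeabilized cells, DAPI nuclei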
Dynein cargo inh: blocks dynein driven cargo transport along microtubules; 3617.4 mouse cells, GR-EGFP nuclear translocation imaging; test concentration mostly 20 µM; stimulated with dexamethasone, 1 µM; hits give low values; AID 1381; actives 0.47% (n = 220,000); z-score, hits read low;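 active = plate z-score of nuclear minus cytoplasmic receptor signal below a set negative limit, without overly bright fluorescence or cell loss, cut at about -3.5 in these data, passing the limit was not always enough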;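 also: z-score of nuclear minus cytoplasmic ring GR-EGFP intensity difference per well; some compounds called inactive have numbers as strong as hits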
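Buffer or medium – tet-free medium with charcoal-stripped serum · Signal – automated 10x imaging of fixed Hoechst-stained cells · Also added – dexamethasone agonist, 1.0 µM final, for 30 min · Incubation – induction 48 h, compound 1 h, agonist 30 min · Read-out – GR-EGFP nuclear translocation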
Lipid droplet: modulators of hepatic lipid droplet formation; AML12 mouse hepatocytes, oleate lipid droplets, BODIPY imaging; inhibition, % at 6.5 µM; actives 0.4% (n = 240,000);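 active = lipid droplet intensity inhibited by at least 50%, with more than 500 cells counted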
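Assay system: AML12 mouse liver cells | Compound dosing: One dose, 6.5 µM compound | Read-out basis: Droplet intensity reduction, % inhibition | Measured by: Fluorescence imaging, 20x objective, two fields per well | Schedule: Overnight treatment with compound plus oleate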
MT stabilizer: microtubule stabilizers in HeLa cells | AID 2205 | HeLa tubulin immunostaining HCS, 24 h; share of cells brighter than vehicle mean+2SD | % tubulin-high responders, % at 10 µM | actives 0.83% (n = 200,000);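 active = plate Z-score above 3 for both tubulin-high and condensed-nucleus cell shares, with cell loss under 80%, at 10 µM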;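 also: anti alpha tubulin signal scored within the nucleus-defined area of each cell; some results filed as inactive read as strong as hits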
Ins promoter up: MIN6 insulin promoter up-regulation | MIN6 insulin promoter-GFP reporter, high-content imaging; hits give high values | z-score at 5 µM | actives 0.3% (n = 190,000) | AID 1625;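 active = z-score above 3 at 5 µM with at least 500 cells counted in the well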
WT yeast gro inh mutant strain: second read-out of WT yeast gro inh, no call of its own (marks repeat the call); inhibition, %; mitochondrial fusion phenotypic screen, mutant strain inhibition
Dynein cargo inh cytoplasmic EGFP: second read-out of Dynein cargo inh, no call of its own (marks repeat the call); z-score; measured here: cytoplasmic GR-EGFP intensity; hits give high values
Dynein cargo inh nuclear GR-EGFP: further read-out of Dynein cargo inh, marked with its call; z-score; measured here: nuclear GR-EGFP intensity;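 lower value marks the stronger effect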
Dynein cargo inh cell count: second read-out of Dynein cargo inh, no call of its own (marks repeat the call); z-score; measured here: cell count per field
Ins promoter up cell count: second read-out of Ins promoter up, no call of its own (marks repeat the call); cell count; measured here: cytotoxicity, nuclei count;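 total cells summed across four imaged fields per well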
Lipid droplet cells 6.5 µM: recorded beside Lipid droplet, whose call it bears; cell count; measured here: cell count, cytotoxicity flag;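 cells counted across two imaged fields per well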
bCat nuc transl cell count 5 µM: further read-out of bCat nuc transl, marked with its call; cell count; measured here: cell count, cytotoxicity flag
MT stabilizer Hoechst-high %: second read-out of MT stabilizer, no call of its own (marks repeat the call); % Hoechst-high responders; measured here: nuclear condensation Hoechst responders;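 share of cells brighter than vehicle mean plus two SD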
MT stabilizer cytotoxicity %: further read-out of MT stabilizer, marked with its call; toxicity, %; measured here: cytotoxicity by cell density;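 0% = mean cell density of plate MIN control wells and 100% = no cells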
Autophagy HCS cell loss 18 h: second read-out of Autophagy HCS, no call of its own (marks repeat the call); toxicity, %; measured here: cell loss, nuclei count;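 cell loss after 18 h compound exposure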
* marks the source's active call; other numbers are inactive results; i = inactive; / = no result given; + = active, no number.

SMILES	Autophagy HCS	Autophagy HCS cell loss 18 h	XIAP antagonists	CSM14.1 death rescue	WT yeast gro inh	WT yeast gro inh mutant strain	bCat nuc transl	bCat nuc transl cell count 5 µM	Dynein cargo inh	Dynein cargo inh cytoplasmic EGFP	Dynein cargo inh nuclear GR-EGFP	Dynein cargo inh cell count	Lipid droplet	Lipid droplet cells 6.5 µM	MT stabilizer	MT stabilizer Hoechst-high %	MT stabilizer cytotoxicity %	Ins promoter up	Ins promoter up cell count
O=[N+]([O-])c1cc(Cl)ccc1N1CCCCC1	i	10	-6.4%	-7.1%	0	11	-0.9	1083	-0.31	0.0034	-0.014	0.67	3	684	3.3	2.4	6.9	-0.46	1288
N#CCSc1nc(Nc2ccc3c(c2)OCO3)c2ccccc2n1	i	15	-4.5%	-1.9%	1	-21	5.2	1398	-0.058	-0.18	0.26	-0.013	/	/	4.3	1.8	0.4	-0.82	1308
N#Cc1cn(-c2ccccc2)nc1C(=O)c1ccccc1	i	38	-4.8%	3.5%	-7	6	62*	882*	1.6	-0.2	1.1	-1	26	873	2.0	1.7	6.8	/	/
CCOC(=O)c1ccc2[nH]c3ccccc3c2c1	i	-2	-1.4%	-2.8%	13	1	1.9	1065	-0.18	-0.27	-0.093	0.075	-1	645	2.3	2.7	5.0	0.08	1108
O=C1c2ccccc2C(=O)N1OS(=O)(=O)c1ccccc1	i	-10	0.2%	-2.7%	-2	13	-0.5	1078	1	-0.21	0.83	-0.43	4	696	2.4	2.7	6.1	-0.18	1475
Cc1c(C(=O)N2CCOCC2)oc2ccc(S(=O)(=O)N3CCCCCC3)cc12	i	-1	-6.2%	-2.8%	-8	-10	-0.5	1059	0.12	-0.21	0.45	-0.036	-6	705	5.0	2.1	5.9	0.06	2031
O=C(C(c1ccccc1)N1CCOCC1)N1CCOCC1 (stereo not drawn)	i	-1	-1.4%	-2.6%	0	-3	-0.5	1008	0.85	-0.09	0.64	0.067	-15	696	1.7	1.4	6.0	-0.38	1426
CC1(C)Oc2ccc(C(=O)NC3CCCC3)cc2N(CC(=O)NC2CCCCC2)C1=O	i	-8	-6.5%	-1.0%	-4	-12	-1.7	1163	0.11	-0.38	-0.18	0.67	-32	759	5.1	2.8	13	-0.67	617
COCCOC(=O)c1c(NC(=O)CN2CCc3ccccc32)sc(C(N)=O)c1C	/	/	/	/	/	/	-1.4	1010	3.7	-0.14	1.8	-0.42	5	694	/	/	/	-0.37	1417
CCOc1ccc(N/C(=N/c2nc(C)cc(C)n2)NC(=O)CC)cc1	/	/	/	/	/	/	1.4	1340	-0.94	-0.24	-0.41	0.89	-22	746	/	/	/	0.09	1134
COc1ccc(CCCc2nnc(SCc3nc4ccccc4c(=O)[nH]3)n2C)c(C)c1	/	/	/	/	/	/	0.4	1357	1.5	-0.067	0.6	-2.4	18	670	/	/	/	0.44	980
COc1c(O)cnn(-c2ccccc2)c1=O	/	/	/	/	/	/	-0.5	1338	-0.95	-0.26	0.28	0.86	12	689	/	/	/	0.14	1081
Cc1cccc2cc(CN(Cc3cccnc3)C(=O)c3ccccc3F)c(Cl)nc12	i	1	-11%	0.0%	14	7	-0.9	1103	-0.49	-0.21	-0.074	0.39	-9	644	1.4	1.1	4.9	-0.06	1844
O=c1c(-c2ccc3c(c2)OCCO3)coc2cc(OC3OC(CO)C(O)C(O)C3O)ccc12 (stereo not drawn)	/	/	/	/	/	/	-0.5	1352	-0.041	0.027	0.66	-0.45	5	625	/	/	/	0.08	999
CCOc1cc(CNC(C)C)c(Cl)cc1OCC(=O)NCCc1ccccc1	i	36	-0.5%	-0.1%	-34	-21	/	/	0.16	0.23	0.53	0.23	0	763	2.2	0.7	8.7	/	/
Cc1ccc(C)c(NC(=O)Cn2nnc(-c3ccc(N4CCOCC4)cc3)n2)c1	+	-5.3*	-8.7%	0.6%	-13	-17	-3.9	1114	0.28	-0.048	0.064	0.43	-2	689	3.7	5.7	1.7	-0.09	1274
CC(C)C(=O)N1CCN(c2ccc(NC(=O)c3ccc(Br)o3)cc2)CC1	i	-12	0.9%	1.7%	16	12	-0.1	1010	0.31	-0.2	0.62	0.29	-4	768	4.1	1.7	9.2	-0.39	1310
CCN(CC)CCOC(=O)c1ccc(NC(=O)COc2cc(=O)n(CC)c3ccccc23)cc1	i	3	-14%	/	7	-1	/	/	0.79	0.016	0.7	0.35	-13	710	2.3	1.9	3.9	/	/
COc1ccc(Cl)cc1-n1c(C)cc(C=O)c1C	i	6	-22%	0.5%	2	12	-0.2	1110	-1.1	0.029	-0.45	1.3	4	779	1.1	1.5	7.1	-0.07	892
CC(C)c1ccc(NC(=O)c2sccc2-n2cccc2)cc1	i	4	-4.9%	-0.9%	67*	-9.0*	-2.0	1146	-0.16	-0.2	0.11	-1.1	-2	638	3.1	2.9	10	0.09	1086
O=C(CSc1ccccn1)N1CCOCC1	i	-10	0.1%	-0.3%	-20	-4	-3.2	601	-0.68	-0.31	-0.54	0.5	-14	730	3.6	2.3	9.0	-0.19	1414
Cc1cc(NC(=O)CN2CCN(Cc3ccccc3)CC2)nc2c1c(=O)oc1ccccc12	i	10	14%	-0.4%	24	9	0.6	1040	0.24	-0.2	0.49	-0.9	-4	665	3.6	2.6	7.0	0.16	1373
Nc1ncnc(Oc2cccc(C(F)(F)F)c2)c1[N+](=O)[O-]	i	11	-4.3%	1.3%	-1	-8	-3.2	1112	-1.1	-0.17	-0.84	0.42	-7	701	1.7	1.8	5.0	0.04	1245
C=CCN(C(=O)c1ccccn1)C(C(=O)NCc1ccccc1)c1ccccc1F (stereo not drawn)	i	-13	-5.0%	-0.4%	-9	0	-0.6	1098	0.5	-0.29	0.66	0.22	1	761	2.6	2.2	14	-0.61	1524
Cc1ccc(-c2nc(N)n(S(=O)(=O)c3ccc(C)cc3)n2)cc1	i	12	2.4%	0.4%	12	-1	-0.1	1042	0.8	-0.004	0.57	-0.63	-12	705	2.2	2.9	3.5	/	/
COc1cc(NC(=O)C2CCCCC2)c(OC)cc1NC(=O)CN1CCCCC1	i	-9	11%	-0.3%	28	29	-6.2	910	-0.091	-0.21	0.21	0.16	/	/	3.6	1.6	9.5	0.17	739
CC(=O)c1ccc(N2CCN(CC(=O)Nc3ccc(N4CCOCC4)cc3)CC2)cc1	i	-5	-3.9%	1.8%	-18	-10	-1.9	1049	0.22	-0.36	-0.42	0.68	20	689	1.7	2.5	9.4	-0.39	1335
FC(F)Oc1ccc(NC(=S)Nn2cnnc2)cc1	i	-4	-5.6%	3.8%	27	-6	-1.2	1108	2.1	-0.16	1	-0.93	16	704	4.2	1.6	3.9	-0.78	1254
CCOC(=O)C1C(=O)C=C(Nc2ccccc2F)CC1c1ccccc1 (stereo not drawn)	i	11	-1.0%	-2.4%	0	1	2.4	1045	-0.13	0.053	0.17	0.017	6	693	1.7	2.1	2.7	-0.38	1439
CSCCC(NS(=O)(=O)c1ccc(Br)cc1)C(=O)OCC(=O)NC1CC1 (stereo not drawn)	i	29	-1.3%	-0.7%	2	2	-1.4	1055	-0.16	-0.14	0.47	-1.3	11	670	3.0	2.3	7.5	-0.27	1623

Just MT stabilizer cytotoxicity %, CSM14.1 death rescue and WT yeast gro inh mutant strain, for 2 of the compounds above:
mol | MT stabilizer cytotoxicity % | CSM14.1 death rescue | WT yeast gro inh mutant strain
CCOC(=O)C1C(=O)C=C(Nc2ccccc2F)CC1c1ccccc1 (stereo not drawn) | 2.7 | -2.4% | 1
CSCCC(NS(=O)(=O)c1ccc(Br)cc1)C(=O)OCC(=O)NC1CC1 (stereo not drawn) | 7.5 | -0.7% | 2

Following part:
SMILES	Autophagy HCS	Autophagy HCS cell loss 18 h	XIAP antagonists	CSM14.1 death rescue	WT yeast gro inh	WT yeast gro inh mutant strain	bCat nuc transl	bCat nuc transl cell count 5 µM	Dynein cargo inh	Dynein cargo inh cytoplasmic EGFP	Dynein cargo inh nuclear GR-EGFP	Dynein cargo inh cell count	Lipid droplet	Lipid droplet cells 6.5 µM	MT stabilizer	MT stabilizer Hoechst-high %	MT stabilizer cytotoxicity %	Ins promoter up	Ins promoter up cell count
CC1=Nc2ccc(C)cc2N(Cc2ccccc2)C(=O)C1	i	-4	-5.1%	-1.0%	9	-6	/	/	-0.051	-0.13	0.16	-0.59	/	/	3.1	2.8	6.1	1.6	858
Cc1ccc(S(=O)(=O)NC(=O)N2CCN(Cc3c(F)cccc3Cl)CC2)cc1	/	/	/	/	/	/	0.0	1077	0.0054	-0.12	-0.0052	0.25	-1	698	/	/	/	0.07	1414
CC(C)NC(=S)N/N=C/c1ccccc1[N+](=O)[O-]	i	2	-5.9%	-1.8%	8	12	-1.4	1090	-1	-0.16	-0.55	0.64	1	721	3.1	1.6	5.6	0.72	1238
COC(=O)c1ccc(C(=O)OC)c(NC(=O)COc2ccccc2OC)c1	i	-9	-4.4%	-3.3%	-16	-1	/	/	-0.87	-0.1	-0.64	0.9	3	760	3.9	2.1	6.0	/	/
COC(=O)c1sc(S(=O)(=O)Nc2ccc(Br)cc2)c(C(=O)OC)c1C	i	-4	-2.0%	-3.0%	50	14	0.1	1112	0.2	-0.3	-0.047	-0.29	-1	663	3.3	3.0	8.8	-1.2	1539
CN(C(=O)c1cccc(COc2ccc(Cl)cc2Cl)c1)c1ccccc1	i	20	1.9%	-0.7%	77*	46*	-0.2	914	2	-0.026	3	-2.3	-23	626	3.7	2.5	8.3	/	/
